M1 ag: agonists of human M1 muscarinic receptor; AID 588814; CHO-K1 hM1, Fluo-8 calcium fluorescence, agonist mode; 0% DMSO, 100% acetylcholine EC100; hit rate 0.33% among 360,000; P11229; activation, % at 3 µM;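 active means activation above the run's mean compound activation plus 3 SD, cut at about 16% in these data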;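 further: peak over basal fluorescence ratio within a 140 s kinetic read after compound addition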
M4 ag: CHRM4 agonism in calcium assay; P08173; CHO-K1 hM4/Gqi5, Fluo-8 calcium fluorescence; vehicle 0%, full acetylcholine response 100%; activation, % at 3 µM; hit rate 0.14% among 360,000; AID 624127;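 active means activation above the run mean over all test wells plus 3 SD, cut at about 32% in these data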;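 further: peak over basal fluorescence ratio per well then scaled between controls; 0% = DMSO wells and 100% = acetylcholine at EC100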
Target sequence (P08173 whole entry, looked up): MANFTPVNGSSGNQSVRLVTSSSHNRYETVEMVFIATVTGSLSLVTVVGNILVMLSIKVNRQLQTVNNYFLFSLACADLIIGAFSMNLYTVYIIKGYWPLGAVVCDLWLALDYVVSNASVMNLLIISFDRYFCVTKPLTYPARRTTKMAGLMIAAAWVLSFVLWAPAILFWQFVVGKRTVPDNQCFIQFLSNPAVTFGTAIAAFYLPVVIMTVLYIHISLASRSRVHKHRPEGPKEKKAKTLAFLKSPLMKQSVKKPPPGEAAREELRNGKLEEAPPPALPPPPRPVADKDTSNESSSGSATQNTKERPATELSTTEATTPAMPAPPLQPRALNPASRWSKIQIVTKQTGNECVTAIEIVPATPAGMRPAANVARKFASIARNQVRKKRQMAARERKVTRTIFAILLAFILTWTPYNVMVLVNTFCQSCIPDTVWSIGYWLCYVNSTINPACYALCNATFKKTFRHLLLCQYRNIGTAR
M5 PAM: positive allosteric modulators of human muscarinic M5 receptor; P08912; CHO-K1 hM5, Fluo-8 calcium, ACh EC20 PAM; 0% = ACh EC20, 100% = ACh EC100; activation, % at 3 µM; hit rate 0.3% among 360,000; AID 624038;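 active means activation above the run cutoff, the mean activation of all test compounds plus 3 SD, cut at about 18% in these data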
Target sequence (P08912 whole entry, looked up): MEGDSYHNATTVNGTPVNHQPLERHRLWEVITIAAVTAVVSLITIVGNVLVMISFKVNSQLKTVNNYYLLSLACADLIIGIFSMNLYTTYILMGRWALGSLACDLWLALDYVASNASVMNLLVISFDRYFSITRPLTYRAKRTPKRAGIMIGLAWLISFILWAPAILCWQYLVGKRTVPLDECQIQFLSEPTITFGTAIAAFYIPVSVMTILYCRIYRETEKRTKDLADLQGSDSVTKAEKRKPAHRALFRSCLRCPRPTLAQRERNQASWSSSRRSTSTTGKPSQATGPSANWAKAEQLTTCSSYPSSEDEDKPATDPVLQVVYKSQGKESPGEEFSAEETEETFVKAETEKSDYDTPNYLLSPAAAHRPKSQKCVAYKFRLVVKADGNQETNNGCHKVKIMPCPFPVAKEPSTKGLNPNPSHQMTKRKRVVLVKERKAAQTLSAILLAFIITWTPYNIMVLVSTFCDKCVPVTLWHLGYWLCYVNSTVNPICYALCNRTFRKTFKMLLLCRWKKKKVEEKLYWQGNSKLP
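Assay system: CHO-K1 hM5 cells. Also added: acetylcholine at EC20 concentration, added after compound. Dosing: 3 µM, single dose. Times: compound preincubation 140 s before EC20 acetylcholine addition. Signal: Fluo-8 calcium fluorescence. Measure: % activation relative to EC20 and EC100 ACh responses. Repeats: singlicate, one well per test compound.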
M4 antag: CHRM4 antagonism in calcium assay | AID 624125 | hit rate 0.73% among 360,000 | P08173 | inhibition, % at 3 µM | CHO-hM4 cells, ACh EC80, Fluo-8 calcium fluorescence;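 active means inhibition above its plate's cutoff, the mean inhibition of sample wells plus 3 SD, cut at about 27% in these data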;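 further: 0% = acetylcholine EC80 with DMSO and 100% = DMSO without agonist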
CHRM5 agonist: CHRM5 agonism in calcium assay. P08912. CHO-K1 hM5 cells, Fluo-8 calcium fluorescence; 0% DMSO wells, 100% maximal acetylcholine response. activation, % at 3 µM. hit rate 0.19% among 360,000. AID 624037;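 active means activation above the run's mean over test compounds plus 3 SD, cut at about 23% in these data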;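 further: signal is peak over basal fluorescence ratio across the kinetic read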
M1 PAM: human CHRM1 positive allosteric modulation; activation, % at 3 µM; hit rate 0.088% among 360,000; CHO-K1 hM1, Fluo-8 calcium fluorescence, ACh EC20; 0% = ACh EC20, 100% = maximal ACh; P11229; in the data active means activation above about 19%, passing the limit was not always enough
TAAR1 agonist: human TAAR1 agonism; Q96RJ0; CHO RD-HGA16 TAAR1, Fluo-8 calcium fluorescence; vehicle wells 0%, saturating PEA agonist 100%; activation, % at 3 µM; hit rate 0.99% among 360,000;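 active means activation above the mean activation of all test compounds in the run plus 3 SD, cut at about 38% in these data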
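System: CHO-derived RD-HGA16 cells with stable Gα16 and human TAAR1 / Times: 17-24 h plating, Fluo-8 75 min 37 °C, 30 min RT / Technique: calcium-sensitive Fluo-8 signal, excitation 470-495, emission 515-575 nm / Measure: % activation relative to PEA EC100 response / Benchmarks: DMSO and PEA EC100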
CHRM1 antagonist: blocks human M1 muscarinic receptor; CHO-K1 hM1, Fluo-8 calcium fluorescence, ACh EC80 antagonist; inhibition, % at 3 µM; hit rate 1.3% among 360,000;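 active means percent inhibition above its own plate's cutoff, namely the mean of that plate's compound wells plus 3 SD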;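 further: peak over basal fluorescence ratio during 140 s after agonist addition; 0% = ACh EC80 plus DMSO and 100% = DMSO alone without agonist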
M5 antag: CHRM5 antagonism in calcium assay; P08912; CHO-hM5 cells, Fluo-8 calcium fluorescence, ACh EC80; inhibition, % at 3 µM; hit rate 0.59% among 360,000;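 active means inhibition above a per-plate cutoff, the mean of that plate's test compounds plus 3 SD, cut at about 27% in these data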;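 further: 0% = acetylcholine EC80 with DMSO and 100% = DMSO without agonist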
* marks the source's active call; other numbers are inactive results; nt = not tested or not shown. A portion of the library, so the mix of outcomes need not match the whole.

SMILES	M1 ag	M4 ag	M5 PAM	M4 antag	CHRM5 agonist	M1 PAM	TAAR1 agonist	CHRM1 antagonist	M5 antag
CCOC(=O)C1=CN(Cc2ccco2)S(=O)(=O)NC1c1ccc(C(F)(F)F)cc1 (stereo unspecified)	0	2	-4	-8	-1	3	8	-11	-7
COc1ccc(-c2nc3cc(C)c(Br)c(C)n3c2Cc2cccc(F)c2)cc1OC	-2	1	-6	4	0	0	5	-1	-3
O=c1[nH]c2cc([N+](=O)[O-])ccc2c2cc(Br)ccc12	-4	1	-5	-15	0	2	-1	-8	-1
COc1ccccc1NC(=O)C1=C(C)NC(=O)NC1c1ccc(C)cc1 (stereo unspecified)	-3	0	-6	32*	-3	6	-1	-13	1
CC(C)Cn1c(N)c(/C=N/NC(=O)c2ccc(Cl)cc2)c(=O)n(C)c1=O	-2	2	-1	0	-3	12	0	-14	6
CN(C)c1cc[n+](/C(C(=S)Nc2ccc(SC(F)F)cc2)=C(/[O-])c2ccccc2)cc1	-7	1	-5	4	-17	-8	8	9	5
Cc1nn(CC(=O)N2CCC(C)CC2)c(=O)c2nn(-c3ccccc3)c(C)c12	-10	-1	-10	0	0	4	0	-13	23
CCCS(=O)(=O)NC(=O)C1(C)CCCN(C(=O)c2cccc3ccccc23)C1 (stereo unspecified)	0	0	0	-3	1	8	1	-7	1
COc1cccc(CNC(=O)C2CCN(S(=O)(=O)c3ccc4c(c3)C(C)(C)C(=O)N4C)CC2)c1	0	4	-7	-28	-2	0	3	-4	-2
CCOC(=O)Cc1nnc(NC(=O)CSc2nnc3c(n2)[nH]c2ccccc23)s1	-4	6	-6	-1	0	-6	10	7	12
Cc1ccc2[nH]c3nc(N/N=C/c4cccc(O)c4)nnc3c2c1	-1	0	-3	6	3	1	-1	-3	-3
CCOC(=O)C[n+]1c(C)sc2ccc(OC)cc21	7	3	1	13	15	1	nt	-13	2
COc1ccc(OC)c(NC(=O)Cn2c(=O)n(CC3CCCO3)c(=O)c3cc(OC)c(OC)cc32)c1 (stereo unspecified)	1	0	-2	-18	0	16	1	-21	1
Cc1cc(C)nc(N2CCCC(CCC(=O)NCc3ccc(F)c(F)c3)C2)n1 (stereo unspecified)	-5	1	-2	6	-3	2	4	-4	-1
CCO[C@@H]1OC(C(=O)Nc2ccccc2)=C[C@H](c2ccccc2)[C@H]1CCCO	-5	3	-1	0	-1	-5	10	12	15
N#Cc1ccccc1NC(=O)COC(=O)CN1C(=O)C2CCCCC2C1=O (stereo unspecified)	-2	0	-3	-13	-3	4	3	-13	5
CN(C)c1ccc(/C=N/n2c(-c3ccccc3Br)n[nH]c2=S)cc1	-6	5	-9	1	-14	-25	5	32*	7
CCc1ccc(S(=O)(=O)NCC(O)COc2ccc(OC)cc2)cc1 (stereo unspecified)	2	7	-17	-13	5	4	1	-9	6
CCCC(=O)Nc1cc(-c2nc3ncccc3o2)ccc1Cl	1	1	0	-21	2	16	3	-12	-7
CC(=O)Nc1ccc(S(=O)(=O)N2CCN(S(=O)(=O)c3ccc(F)c(F)c3F)CC2)cc1	-3	2	-4	-1	-1	-3	6	-6	2
Cc1c(C(=O)N2CCOCC2)sc2nc(-c3ccccc3)cn12	-2	1	-5	5	1	5	10	-6	3
CC[C@@]1(C(=O)OC)N[C@H](CN(C)S(=O)(=O)c2ccc(F)cc2)[C@@H]2C(=O)N(C)C(=O)[C@@H]21	-2	0	2	-15	-1	13	2	-10	-3
O=c1c(-c2ccccc2Cl)coc2c(CN3CCCCC3)c(O)ccc12	-4	1	0	-13	-3	5	1	-14	14
CCc1cccc(CC)c1-n1c(SCc2cc(=O)n3ccsc3n2)nnc1-c1cccnc1	11	5	-10	-7	2	17	8	2	10
NC1=CC(=O)C(=O)c2cccnc21	0	2	-6	-12	0	9	2	-13	-1

(further entries)
SMILES	M1 ag	M4 ag	M5 PAM	M4 antag	CHRM5 agonist	M1 PAM	TAAR1 agonist	CHRM1 antagonist	M5 antag
c1ccc(CN2CCN(c3nc4ccccc4n4cnnc34)CC2)cc1	-7	4	-5	4	-1	-4	0	3	8
Cc1ccc(NC(=O)[C@@H]2CCCN2S(=O)(=O)c2ccccc2C(F)(F)F)cc1S(=O)(=O)N1CCOCC1	-5	3	-4	-1	0	-1	2	3	7
Cc1cc(N2CCN(C(c3ccnc4ccccc34)c3nnnn3-c3c(C)cccc3C)CC2)c2ccccc2n1 (stereo unspecified)	nt	5	-13	20	-5	nt	-1	nt	1
Cc1[nH]n(-c2ccccc2)c(=O)c1N=Nc1ccc2c(c1)OCCO2	-3	3	5	2	-2	9	1	-18	3
CCOc1ccc(NC(=O)CN(C)C(=O)COc2cccc3c2OC(C)(C)C3)cc1OCC	-2	-1	11	7	0	14	5	-2	4
CCC(C)c1ccc(Nc2ncccc2C#N)cc1 (stereo unspecified)	-3	-2	-10	-9	-6	3	1	-13	-7
COc1ccc(OC)c(S(=O)(=O)Nc2ccc3c(c2)C(=O)OC3)c1	-7	1	11	-7	-8	2	7	-6	5
CCOc1cccc(NC(=O)C2CCCN(S(=O)(=O)c3ccc(OC)cc3)C2)c1 (stereo unspecified)	-7	7	-10	3	-1	-2	3	3	-2
CN(C)S(=O)(=O)c1cccc(NC(=S)N/N=C/C(c2ccccc2)c2ccccc2)c1	-8	0	-5	4	-3	-3	-2	6	4
O=C(NNC(=S)NC(=O)c1ccccc1[N+](=O)[O-])c1ccccc1Cl	-4	-1	2	5	-2	7	1	-6	2
O=C(Cn1cc(/C=N/NC(=O)c2ccccc2Br)c2ccccc21)Nc1ccc(F)cc1	-4	10	-2	4	1	0	2	2	-5
CCCN(CCC)C(=S)NC(=O)c1ccc(-c2ccccc2)cc1	-4	0	-3	7	-5	3	14	-9	-2
O=C(CCCn1c(=O)[nH]c2ccccc2c1=O)NC1CCCCCC1	-2	1	0	-5	0	3	0	-1	-8
COc1cc(C)c(NC(=O)c2cc(C3CC3)nc3c2cnn3C(C)C)cc1OC	-5	4	-4	3	0	1	0	2	6
CCCOC(=O)c1ccc(Nc2cc(C)nc3ncnn23)cc1	-3	1	0	-9	0	1	1	-5	-3
CC1(c2ccc(OC(F)F)cc2)NC(=O)N(CC(=O)NC2CCCCC2)C1=O (stereo unspecified)	10	7	-7	-8	5	5	20	-12	8
CC(C)(C)c1cc(NC(=O)c2ccc(OC3CCCC3)cc2)no1	-2	1	-1	-4	0	1	0	-1	3
Cc1c(C(=O)N2CCCCC2)sc(NC(=O)c2ccco2)c1C#N	-1	2	5	-12	-1	-1	1	2	-5
COc1ccc(-c2cn3cccnc3n2)cc1Br	-5	0	-2	0	-2	6	1	-11	6
O=C(CCCCCN1C(=O)c2ccccc2C1=O)NCCc1nc2ccccc2[nH]1	-6	12	-8	-23	-2	-6	17	-9	14
Cc1cc(/C=N/NC(=O)c2ccc(CN3CCOCC3)cc2)c(C)n1-c1ccccc1	-10	3	8	-7	4	11	1	-17	-7
N#CCCN1CCN(S(=O)(=O)c2ccc(C#N)cc2)CC1	0	1	-5	3	-1	8	9	-13	1
CCc1nc2c(OCc3ccc(Cl)cc3)cccn2c1N(C)C(=O)c1ccco1	-9	-1	-9	-5	-3	13	0	-21	8
O=C(NCc1ccc2c(c1)OCO2)C1(S(=O)(=O)c2ccccc2)CC1	-5	0	3	-7	-7	8	3	-10	-10
CC(=O)Nc1c(S(=O)(=O)c2ccccc2)c2nc3ccccc3nc2n1Cc1ccccc1	-3	5	-1	-3	0	11	-1	-10	-1

(continued)
SMILES	M1 ag	M4 ag	M5 PAM	M4 antag	CHRM5 agonist	M1 PAM	TAAR1 agonist	CHRM1 antagonist	M5 antag
CCc1ccc(S(=O)(=O)N2CCN(c3ccccc3OC)CC2)cc1	-5	-2	-1	-1	2	4	2	-10	3
Oc1cccc(NC(=S)N=Nc2c(O)[nH]c3ccc(Br)cc23)c1	-2	5	1	5	3	2	11	-3	8
Cc1cc(C)c(S(=O)(=O)Nc2nnc(C)s2)c(C)c1	-1	0	0	-3	0	6	-1	-5	0
Nc1c(S(=O)(=O)c2ccccc2)c2nc3ccccc3nc2n1C1CC1	0	0	9	1	0	15	4	-10	2
Cc1ccsc1-c1cc2nc(NCCCN(C)C)n(C)c(=O)c2s1	-2	0	-2	3	-2	3	1	-6	2
O=C(Nc1nnc(SCc2ccccc2)s1)c1ccco1	-1	1	10	7	-6	5	2	-4	2
CCOC(=O)C1CCCN(C(=O)c2ccccc2NC(=O)C2=C(C)OCCS2)C1 (stereo unspecified)	-1	3	0	1	-3	3	18	1	-1
Cc1ccc(NC(=O)c2c(Cl)nc3ccccn23)cc1	-7	1	5	-6	0	7	9	-5	-18
C(=C/c1ccnc2nc(SC/C=C/c3ccccc3)nn12)/c1ccccc1	-2	-1	15	10	4	1	3	-1	-4
CC(Oc1cc2oc(=O)c3c(c2cc1Cl)CCC3)C(=O)NCCCN1CCOCC1 (stereo unspecified)	-5	1	1	0	-2	1	0	4	-5
O=C1S/C(=C\c2ccc(N3CCOCC3)o2)C(=O)N1Cc1ccc(F)cc1	0	2	3	8	5	0	nt	10	-7
Cc1c(C(=O)N2CCCc3ccccc32)sc2nc(-c3ccccc3)cn12	-5	10	-6	-19	0	-3	0	-3	4
Cc1ccc(OCCN2CCC2(C)C(=O)Nc2ccc3c(c2)OCCO3)cc1 (stereo unspecified)	-1	2	-4	-10	-1	6	5	-7	0
CC(C)OC(=O)N(C)C[C@H]1OCc2cnnn2CCCC(=O)N([C@H](C)CO)C[C@H]1C	1	1	6	-3	1	18	0	-16	-14
N#CCC(=O)N/N=C\c1ccc(OC/C=C/c2ccccc2)cc1	3	3	5	-14	-2	12	1	1	-18
Cc1ccccc1-n1nc2c(c1NC(=O)c1ccco1)CS(=O)(=O)C2	-2	2	0	-1	-3	18	1	-21	3
CC(/C=C/c1ccccc1)=N\NC(N)=S	-1	0	-3	7	-1	3	0	1	3
Nc1c(C(=O)CSc2ccccn2)c(=O)[nH]c(=O)n1C1CC1	-3	1	6	-4	0	0	-2	9	5
Nn1c(Cc2cccc3ccccc23)nnc1SCC(=O)N1CC(=O)Nc2ccccc21	-4	0	2	-11	-7	8	-2	-9	-2
CCCCCCCCN1C(=O)[C@H](CC(=O)N2CCN(C(=O)OCC)CC2)C[C@@]2(C(=O)OC)CCCCC=C12	nt	1	-7	-9	3	nt	-2	nt	1
CC(C)N(C(=O)COc1ccc(Br)cc1Cl)C(C)C	-6	-2	1	0	-5	8	12	-9	4
CCOC(=O)N1C=CC(C)=C[C@@H]2[C@@H](N3C(=O)c4ccccc4C3=O)C(=O)N21	-3	2	1	6	1	11	2	-15	5

4 compounds picked at random from those above:
SMILES	M1 ag	M4 ag	M5 PAM	M4 antag	CHRM5 agonist	M1 PAM	TAAR1 agonist	CHRM1 antagonist	M5 antag
O=C1S/C(=C\c2ccc(N3CCOCC3)o2)C(=O)N1Cc1ccc(F)cc1	0	2	3	8	5	0	nt	10	-7
CC(C)N(C(=O)COc1ccc(Br)cc1Cl)C(C)C	-6	-2	1	0	-5	8	12	-9	4
CC(/C=C/c1ccccc1)=N\NC(N)=S	-1	0	-3	7	-1	3	0	1	3
Nn1c(Cc2cccc3ccccc23)nnc1SCC(=O)N1CC(=O)Nc2ccccc21	-4	0	2	-11	-7	8	-2	-9	-2
